USP1-UAF1 inh – inhibitors of human USP1/UAF1 deubiquitinase | O94782 | recombinant USP1/UAF1, Ub-Rhodamine cleavage fluorescence | Potency, µM (highest dose often 57.1 µM), inactives show top-dose activity change, negative = inhibition, hits mostly inhibitors | hit rate 0.23% among 390,000; further: potency means the concentration at half of the fitted maximal effect; on the % scale 0 is the no-effect control and ±100 the full control effect; nearly all actives have a fitted effect of over 60% in size; inactives centre near -12
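High-throughput fluorogenic screen: 1nM USP1/UAF1 complex, Ub-Rho substrate 150nM final, 50mM HEPES pH 7.8 with 0.5mM EDTA, 0.1 mg/ml BSA, 1mM TCEP and 0.01% Tween-20.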
GRP78 ERSR act – ER stress response induction in glioma. Potency, µM, without a hit: at the top dose activation, actives largely listed as activators. U87-MG GRP78 promoter luciferase reporter, 16 h. hit rate 0.02% among 420,000; further: potency means the concentration at half of the fitted maximal effect; series mostly up to about 76 µM; % of control where 0% means no effect; nearly all actives have a fitted effect of over 35% in size
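Stably transfected U87-MG human glioma cells carrying a GRP78-based luminescent sensor were seeded at 1000 cells/well, pin-dosed with compounds and incubated 16 h. Luciferase reagent was then added, and end-point luminescence was read after 10 min at room temperature.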
Vif-A3G inh – inhibitors of Vif-APOBEC3G interaction; AID 602310; HeLa A3G-eYFP + Vif (tagged APOBEC3G with the HIV-1 protein that degrades it), YFP fluorescence, overnight; hit rate 0.076% among 410,000; Potency, µM (highest dose often 46.1 µM), without a hit: at the highest dose activity, negative = active, hits mostly inhibitors;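 further: potency means the concentration at half of the fitted maximal effect; on the % scale 0 is the no-effect control and ±100 the full control effect; nearly all actives have a fitted effect of over 60% in size; hits raise eYFP signal because A3G escapes Vif-driven loss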
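Read-out is eYFP fluorescence (Ex 488/Em 500-530) from Vif-expressing HeLa A3G-eYFP cells; more signal means A3G escaped Vif-mediated degradation. Cells plated overnight, compound pinned in, incubated overnight at 37 deg C.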
LDHA block – inhibitors of human lactate dehydrogenase A | P00338 | activity change, % (values are at about 110 or 230 µM) | AID 1347041 | hit rate 0.15% among 480,000 | purified LDHA, NADH/diaphorase-resazurin fluorescence; hits give low values; in the data active means activity change below about -30%; inconclusive means mostly about -25% to -30%;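 further: plate controls were DMSO wells for no effect and wells without enzyme for full effect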
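Human LDH5 at 2 nM final in Tris HCl pH 7.4 with 0.06 mM NADH and 0.2 mM pyruvate, reacted 5 minutes at room temperature. Remaining NADH coupled via diaphorase/resazurin; resorufin fluorescence read at 0 and 20 minutes, normalized to enzyme-free and DMSO wells.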
TrxR1 inh – inhibitors of rat thioredoxin reductase 1 | O89049 | recombinant rTrxR1, NADPH fluorescence consumption, selenite substrate | Potency, µM (doses to about 114 µM), inactives show at the highest dose activity change, negative = inhibition, most hits filed as inhibitors | hit rate 1% among 390,000 | AID 588453; further: potency means the concentration at half of the fitted maximal effect; on the % scale 0 is the no-effect control and ±100 the full control effect; nearly all actives have a fitted effect of over 65% in size
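Rat TrxR1 (90 nM in the dispensed reagent) was pre-reduced with 400 uM NADPH for 5 min at room temperature, then incubated with compound for 15 min. After 400 uM selenite was added, NADPH fluorescence (Ex 340/Em 450 nm) was followed for 8 min.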
RGS4 inh – human RGS4 inhibition | Transcreener GDP fluorescence polarization, RGS4-accelerated GTP hydrolysis | AID 504845 | hit rate 0.039% among 390,000 | Potency, µM (highest dose often 114 µM), for the others: at the top dose activity change, negative = inhibition, usual class: inhibitors; further: potency means the concentration at half of the fitted maximal effect; on the % scale 0 is the no-effect control and ±100 the full control effect; nearly all actives have a fitted effect of over 75% in size; some results filed as inactive show a strong effect at the top dose
Target sequence (P49798 whole entry, looked up): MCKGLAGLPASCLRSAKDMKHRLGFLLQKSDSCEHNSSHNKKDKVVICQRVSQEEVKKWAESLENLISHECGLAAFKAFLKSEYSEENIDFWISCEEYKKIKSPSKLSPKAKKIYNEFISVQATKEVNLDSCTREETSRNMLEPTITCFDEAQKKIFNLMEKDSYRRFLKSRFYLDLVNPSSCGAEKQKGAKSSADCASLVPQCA
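MLSMR compounds (23 nl, pin-transferred) preincubated 10 min at room temperature with a 500nM (2x) first reagent, then RGS4 at 900nM (2x) plus Transcreener GDP mix added; fluorescence polarization (620/688 nm) read before and after 90 min at 30 °C.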
IDH1 R132H inh – inhibitors of human mutant IDH1 R132H. AID 602179. IDH1-R132H enzyme, NADPH consumption, diaphorase/resazurin fluorescence. hit rate 0.093% among 390,000. Potency, µM (highest dose often 76.6 µM), without a hit: at the highest dose activity change, negative = inhibition, usual class: inhibitors; further: potency means the concentration at half of the fitted maximal effect; on the % scale 0 is the no-effect control and ±100 the full control effect; nearly all actives have a fitted effect of over 65% in size
Target sequence (O75874 whole entry R132H, stated change not applied): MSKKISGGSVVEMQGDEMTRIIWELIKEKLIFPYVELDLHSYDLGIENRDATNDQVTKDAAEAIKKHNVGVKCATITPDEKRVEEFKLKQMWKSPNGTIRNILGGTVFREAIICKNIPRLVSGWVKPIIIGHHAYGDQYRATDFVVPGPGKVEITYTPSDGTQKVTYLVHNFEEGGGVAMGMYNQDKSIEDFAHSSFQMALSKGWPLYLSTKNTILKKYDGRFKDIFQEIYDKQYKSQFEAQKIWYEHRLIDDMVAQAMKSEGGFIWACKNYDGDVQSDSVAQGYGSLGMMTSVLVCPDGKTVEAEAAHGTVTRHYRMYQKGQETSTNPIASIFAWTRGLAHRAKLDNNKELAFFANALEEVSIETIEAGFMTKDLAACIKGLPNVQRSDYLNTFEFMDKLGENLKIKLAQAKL
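IDH1-R132H (0.5 ug/mL dispensed) in pH 7.5 Tris buffer was preincubated 30 min with compound, then given a substrate mix of 0.016 mM NADPH and 2 mM alpha-KG for 80 min at room temperature; remaining NADPH was read by diaphorase/resazurin fluorescence.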
Vif-APOBEC3F blk – Vif-A3F binding inhibition; HeLa A3F-eYFP + Vif (tagged APOBEC3F with the HIV-1 protein that degrades it), YFP fluorescence increase; Potency, µM (doses to about 46.1 µM), for the others: top-dose activity, negative = active; hit rate 0.2% among 390,000; AID 602313; further: potency means the concentration at half of the fitted maximal effect; % of control where 0% means no effect; nearly all actives have a fitted effect of over 65% in size
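Fluorescence increase (Ex 488/Em 500-530) after overnight compound treatment at 37 deg C flags inhibition of Vif-driven A3F-eYFP loss in stable HeLa A3F-eYFP/Vif cells seeded overnight beforehand.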
TrxR1 substrate – substrates of rat thioredoxin reductase 1; O89049; purified TrxR1 substrate turnover, NADPH consumption readout; Potency, µM (series often up to 114 µM), inactives show at the top dose activity change, negative = substrate turnover; hit rate 0.01% among 390,000; further: potency means the concentration at half of the fitted maximal effect; on the % scale 0 is the no-effect control and ±100 the full control effect; nearly all actives have a fitted effect of over 50% in size
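Rat TrxR1, dispensed at 90 nM, was prereduced with 400 uM NADPH (final) for 5 min at ~22 deg C, then incubated with compound 15 min before 400 uM selenite. A first-read NADPH fluorescence drop versus no-compound background flagged substrates.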
* marks the source's active call; other numbers are inactive results; ? = inconclusive; / = no result given; & = joins results of further samples; [ ] = remark or other dose. Unless noted, the call rests on the fitted dose curve; in most records, active means well fitted curve in the direction sought with a large enough effect; inconclusive means small, poorly fitted or top-dose-only effect, or another doubt; inactive means no such curve, though single readings can be large; an effect the other way counts as inactive or inconclusive. Not all compounds are listed; count on the stated rates, not on these rows.

Fields: USP1-UAF1 inh | GRP78 ERSR act | Vif-A3G inh | LDHA block | TrxR1 inh | RGS4 inh | IDH1 R132H inh | Vif-APOBEC3F blk | TrxR1 substrate
COc1ccc(CC(=O)Nc2ccc3c(c2)OCO3)cc1S(=O)(=O)N1CCOCC1
→ -7% | -2% | 4% | -1 | -4%[57.1 µM] | 20% | 4% | 4% | -4%[57.1 µM]
CNc1sc(C(=O)c2cccs2)c(N)c1-c1nc2ccccc2s1
→ -27% | 4% | -5% | -15 | -11% | -49% | -10% | -15% | -3%
COc1ccc([N+](=O)[O-])cc1NCC(=O)c1ccc(C)cc1
→ -11% | 0% | -7% | 29 | -24% | -18% | 0% | -11% | 2%
COc1ccc(CNC(=O)COC(=O)/C=C/c2ccc(Cl)cc2)cc1
→ -9% | -1% | -4% | -7 | 23%[57.1 µM] | 1% | 6% | 5% | 5%[57.1 µM]
O=C(CSc1nc2ccc(Nc3nc(N4CCOCC4)nc(N4CCOCC4)n3)cc2s1)Nc1ccccc1Cl
→ -12% | -2% | -5% | 8 | -13% | -20% | 9% | ? | -3%
CC(C)C(=O)N1N=C(c2ccc(NS(C)(=O)=O)cc2)CC1c1cccs1 (stereo not given)
→ -4% | 2% | -21% | -2 | -98% | 0% | 7% | 10% | 220%[activator][57.1 µM]
C[C@H]1CN([C@@H](C)CO)C(=O)c2cc(Br)cnc2O[C@H]1CN(C)C(=O)c1ccccn1
→ -16% | -4% | 2% | -2 | / | / | -4% | 8% | /
Oc1ccc(/C=C/c2ccc3ccccc3n2)cc1
→ -20% | -3% | 1% | -2 | 7%[57.1 µM] | -4% | 15% | -1% | 11%[57.1 µM]
CC(C)OC(=O)c1cc(C(=O)c2cc(F)ccc2O)coc1=N
→ -10% | -3% | ? | 0 | -23% | 25% | -3% | 11µM* | 9%[57.1 µM]
CN(c1ccccc1)S(=O)(=O)c1cccc(NC(=O)c2ccc(=O)[nH]n2)c1
→ 4% | -5% | 0% | -8 | 19% | -6% | 2% | -10% | 0%
COC(=O)c1cccc(N(C(=O)c2ccco2)C(C(=O)NC2CCCC2)c2ccco2)c1 (stereo not given)
→ -2% | 1% | 0% | -13 | -1%[57.1 µM] | -14% | ? | -10% | 8%[57.1 µM]
O=C(NCc1cccnc1)C(=O)NCC(c1cccnc1)N1CCN(c2ccccc2F)CC1 (stereo not given)
→ -10% | -5% | 5% | -3&-6 | 4% | 4% | 16% | -1% | -2%
COc1cc(C(=O)NCC(c2cccnc2)N2CCN(c3ccccc3)CC2)cc(OC)c1OC (stereo not given)
→ -14% | -8% | -3% | -1 | 8%[57.1 µM] | -4% | 16% | -13% | 2%[57.1 µM]
CN(C)C(CNc1ncnc2sccc12)c1cccs1 (stereo not given)
→ -1% | -5% | 0% | -6 | -2% | 18% | -3% | 5% | -10%
O=C(CNC(=O)c1n[nH]c2ccccc12)Nc1ccc(F)c(F)c1F
→ -17% | -2% | -4% | -5 | 9% | 1% | 2% | -16% | 2%
CCc1ccccc1NC(=O)C1CCCN(c2ncnc3onc(C)c23)C1 (stereo not given)
→ -18% | -2% | 3% | -7 | 9% | -7% | -6% | 0% | -1%
COc1ccnc(CSC(N)=Nc2cccc(C(F)(F)F)c2)c1
→ -8% | 2% | 1% | 5 | ? | -36% | 0% | ? | -1%
COc1ccc(Br)cc1CNc1ccccc1
→ -8% | 0% | -26% | -13 | 17% | 7% | 3% | 0% | -3%
Cc1ccc(C)c(S(=O)(=O)NCCCc2ccccc2)c1
→ -9% | -2% | -4% | 4 | 11% | 0% | 8% | -18% | -6%
CCCOc1ccc2nc(C)c(CCC)c(SC(=N)N)c2c1
→ -11% | -1% | 1% | 1 | 5% | -31% | 1% | 2% | 7%
Cc1cnn(Cc2ccccc2)c1N
→ -3% | -6% | 4% | 2 | -1%[57.1 µM] | 45% | 0% | 2% | 11%[57.1 µM]
CC(C)Cc1cc(C(=O)Nc2cccc(O)c2)no1
→ -4% | -12% | -1% | 1 | 0% | 16% | 6% | 1% | -5%
COc1cccc(N2CCN(C(=O)c3cc4c(s3)-c3c(C)cccc3OC4)CC2)c1
→ ? | 3% | 2% | 1 | 8% | 0% | -4% | -1% | 38%[activator]
CC1(C)CC(=O)C/C(=N/NC(=O)C2CCN(S(=O)(=O)c3cccs3)CC2)C1
→ -7% | -1% | -6% | -7 | -21% | 12%[11.4 µM] | 9% | -11% | -3%
Cc1nc2nc(COc3ccccc3)[nH]n2c(=O)c1Cc1ccccc1
→ -8% | -2% | -9% | 2 | 2% | -6% | 0% | -10% | -2%
C=C(C)CNC(=S)N1CCN(C(c2ccccc2)c2ccccc2)CC1
→ -6% | 1% | -1% | -6 | 19%[57.1 µM] | -14% | -7% | -15% | -7%[57.1 µM]
CC(=O)c1ccc(NC(=S)N2CCN(C(=S)Nc3ccc(C(C)=O)cc3)C(C)C2)cc1 (stereo not given)
→ ? | -4% | 1% | -6 | 25%[57.1 µM] | -35% | 8% | -1% | 1%[57.1 µM]
OC(CCN1CC2CCC(CC2)C1)(Cc1ccccc1)c1ccco1 (stereo not given)
→ -16% | -4% | -2% | -3 | ? | -21% | -8% | ? | 8%
Cc1ccc(-n2c(=S)[nH]c3[nH]ncc3c2=O)cc1
→ -23% | -2% | 1% | 1 | -6% | -6%[56.9 µM] | -4% | -5% | -1%
O=C(COc1ccc(S(=O)(=O)N2CCCCC2)cc1)N1CCOCC1
→ 0% | -5% | 1% | -3 | -12% | 0% | 6% | -9% | -14%
CC(=O)Nc1sc2c(c1C(c1cccs1)N1CCOCC1)CCCC2 (stereo not given)
→ 4% | 3% | -1% | -4 | ? | -26% | -1% | -3% | -2%
O=C(CN1CCc2cc3c(cc2C1)OCCCO3)Nc1cccc(Br)c1
→ -13% | 4% | 4% | -3 | 7% | 4%[11.4 µM] | -5% | 4% | -6%
CC(C)CCNC(=O)C(NS(=O)(=O)c1ccc2c(c1)c(=O)n(C)c(=O)n2C)c1ccccc1 (stereo not given)
→ -24% | -3% | 0% | -6 | 31% | -8% | -4% | -8% | 7%
O=C(CCCC(=O)OCC1CCCO1)OCC1CCCO1 (stereo not given)
→ 5% | 0% | -7% | 1 | 12% | -1% | -10% | -14% | 4%
COc1ccc(C(=O)Nc2cccc(-c3ccc(N4CCOCC4)nn3)c2)cc1
→ ? | -1% | -6% | -2 | -3% | -22% | 8% | 10% | 0%
O=C(NCc1ccco1)c1ccc(S(=O)(=O)N2CCCCC2)cc1
→ -1% | 0% | 2% | -10 | -2% | 0% | -7% | -9% | -5%
CCc1ccc(NC(=S)N2CCNC(=O)C2CC(=O)OC)cc1 (stereo not given)
→ -22% | -5% | -1% | -10 | 10% | 1% | 10% | 4% | 4%
COc1ccc(NC(=O)Oc2cc(C)ccc2C(C)C)cc1
→ -4% | 1% | -5% | -1 | -8% | 17% | -4% | -13% | -10%
CCOC(=O)c1ccc2[nH]c(C)c(CCC(C)=O)c(=O)c2c1
→ -6% | -6% | 1% | 3 | 25% | -12% | 0% | 1% | 60%[activator]
O=C(c1cccs1)N1CCN(S(=O)(=O)c2ccccc2)CC1
→ -16% | -4% | 0% | -10 | -3% | -4% | 0% | -3% | -2%
COCC(=O)Nc1cc(C(=O)NCCc2ccccc2)ccc1Cl
→ -23% | -11% | 3% | 2 | -4% | -21% | 7% | 4% | -4%

Source: PubChem
